PRMT1 FP inh: inhibitors of human PRMT1; Q99873; recombinant PRMT1, activity-based probe fluorescence polarization; inhibition, % at 2.79 µM; 1.3% of 370,000 active;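 active = inhibition above about 21% made by adding two undisclosed values, limit read from the data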
Target sequence (Q99873 whole entry, looked up): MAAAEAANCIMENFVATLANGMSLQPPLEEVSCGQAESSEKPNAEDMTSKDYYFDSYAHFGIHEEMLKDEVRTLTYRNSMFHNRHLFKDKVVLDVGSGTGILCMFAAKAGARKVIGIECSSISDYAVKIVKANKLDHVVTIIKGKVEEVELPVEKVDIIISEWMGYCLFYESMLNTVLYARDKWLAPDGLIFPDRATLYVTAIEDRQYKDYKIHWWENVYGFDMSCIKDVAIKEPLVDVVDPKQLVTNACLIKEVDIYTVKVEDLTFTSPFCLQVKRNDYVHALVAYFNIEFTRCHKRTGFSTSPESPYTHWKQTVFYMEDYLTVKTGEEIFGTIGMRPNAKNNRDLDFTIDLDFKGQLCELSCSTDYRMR
HTRA1 inhibitor: blocks human HTRA1 serine peptidase; recombinant HTRA1, FP-rhodamine activity-based probe, fluorescence polarization; 0.5% of 340,000 active; inhibition, % at 5.96 µM; in the data active = inhibition above about 36%;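 note: 0% = enzyme with DMSO and 100% = wells lacking enzyme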
TCR CD3 inh: blocks the human TCR-CD3 interaction. TAMRA-labeled TCR probe fluorescence, biochemical. inhibition, % at 9.4 µM. 0.37% of 360,000 active. AID 651800; in the data active = inhibition above about 19%;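 note: recombinant mutant TCR 2C K166C tagged with TAMRA read by polarization; 0% = receptor in buffer alone and 100% = receptor with positive control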
Tn7 DDE FP: DD(E)-Tn7 binding inhibition, primary FP screen. P02675. FP displacement of FITC-Tn7 peptide from fibrin DD(E); 0% = median of compound wells per plate. inhibition, % at 8.3 µM. 0.13% of 370,000 active. AID 720508;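 active = inhibition above the mean of compounds falling within the control limits plus 3 SD of them, cut at about 14% in these data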;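 note: 0% = plate median of compound wells and 100% = 10 µM Aha-Tn7 peptide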
Target sequence (P02675 whole entry, looked up): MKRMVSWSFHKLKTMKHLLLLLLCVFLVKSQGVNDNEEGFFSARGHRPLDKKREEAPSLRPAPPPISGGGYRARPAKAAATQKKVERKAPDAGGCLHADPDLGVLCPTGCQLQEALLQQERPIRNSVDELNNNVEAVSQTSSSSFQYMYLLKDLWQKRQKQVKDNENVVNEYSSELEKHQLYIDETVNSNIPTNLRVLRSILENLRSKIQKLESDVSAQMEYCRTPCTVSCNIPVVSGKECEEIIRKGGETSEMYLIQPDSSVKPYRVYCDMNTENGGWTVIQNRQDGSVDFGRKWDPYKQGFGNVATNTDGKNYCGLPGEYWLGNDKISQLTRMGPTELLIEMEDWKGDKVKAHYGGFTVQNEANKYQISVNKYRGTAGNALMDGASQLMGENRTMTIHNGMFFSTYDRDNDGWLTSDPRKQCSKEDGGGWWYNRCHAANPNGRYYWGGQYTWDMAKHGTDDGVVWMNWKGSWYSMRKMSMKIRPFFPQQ
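Test system: human clot-derived fibrin DD(E) complex / Quantity: 2 µM final DD(E) protein / Incubation: 10 min plus 3 h, room temperature / Measured by: fluorescence polarization / Benchmarks: high control of 10 µM Aha-Tn7 peptide / Replicates: singlicate testing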
TDP2 inh: blocks human TDP2 phosphodiesterase activity; AID 720702; inhibition, % at 12.8 µM; 0.34% of 370,000 active; O95551; recombinant TDP2, T5PNP hydrolysis, p-nitrophenol absorbance 415 nm;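 active = inhibition above the mean of all tested compounds plus 3 SD, set per campaign, cut at about 25% in these data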;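 note: 0% = DMSO with enzyme and 100% = buffer with substrate but no TDP2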
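System – recombinant human TDP2 · Amount – 120 nM TDP2 per well · Buffer or medium – Mg2+-containing Tris-HCl buffer, pH 7.5 · Reagent – T5PNP substrate, 5 mM · Dosing – 12.8 µM single point, 1% DMSO · Incubation – 2 h at 37 °C · Measured by – epi absorbance · Read-out basis – percent inhibition · Benchmarks – high control without enzyme, low control DMSO plus TDP2 · Repeats – singlicate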
SIAE primary: blocks human sialic acid acetylesterase | Q9HAT2 | SIAE FP-Rh probe binding, fluorescence polarization | inhibition, % at 9.66 µM | 0.69% of 370,000 active | AID 1053197;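 active = inhibition above a cutoff: mean of compounds within the control limits plus 3 SD of those, cut at about 17% in these data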;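 note: 0% = plate median of compound wells and 100% = probe without SIAE protein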
UHRF1 MBD2 ctr: UHRF1 methyl-DNA binding inhibition | UHRF1 binding to methylated oligo, TR-FRET | inhibition, % at 4.4 µM | 0.75% of 370,000 active | AID 687016; in the data active = inhibition above about 21%;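 note: UHRF1 SRA domain binding a hemimethylated CpG hairpin DNA probe; 0% = median of test compound wells and 100% = reference inhibitor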
LEDGF integ inh: blocks HIV-1 LEDGF/p75-dependent DNA integration. TR-FRET IN-LEDGF/p75 DNA integration, Eu/Cy5. inhibition, % at 3.7 µM. 0.64% of 370,000 active;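 active = inhibition above the screen-wide mean plus 3 SD, cut at about 13% in these data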;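 note: signal is the Cy5 over europium emission ratio at 671 and 618 nm; 0% = plate median of compound wells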
mABHD4 FP: inhibitors of mouse ABHD4; Q8VD66; purified mABHD4, FP-Rh probe fluorescence polarization; inhibition, % at 8.92 µM; 0.54% of 370,000 active; AID 720543;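 active = inhibition exceeding the mean over every tested compound plus 3 SD, cut at about 30% in these data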;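 note: 0% = plate median of compound wells and 100% = S159A mutant with DMSO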
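Test system: mouse ABHD4 enzyme, wild type. Reagent: FP-Rh fluorescent activity-based probe, added after compound pre-incubation. Timing: pre-incubation 45 min, probe exposure 60 min, at 25 °C. Technique: FP readout, ex 525 nm / em 598 nm. Benchmarks: high control S159A mutant with DMSO, low control median of compound wells.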
PG9 binder: binds the HIV-1 gp120 antibody PG9; TR-FRET gp120-PG9 antibody binding; inhibition, % at 6.7 µM; 0.43% of 360,000 active; in the data active = inhibition above about 8.5%
Numbers without * were called inactive. Not all compounds are listed (hit frequency here may not be typical).

What do the screens show for `CC[C@H]1CN2CCC1C[C@@H]2[C@@H](O)c1ccnc2ccc(OC)cc12` (stereo partly specified)?
PRMT1 FP inh: 2; HTRA1 inhibitor: 4; TCR CD3 inh: 7; Tn7 DDE FP: -3; TDP2 inh: 1; SIAE primary: -2; UHRF1 MBD2 ctr: -3; LEDGF integ inh: 4; mABHD4 FP: 4; PG9 binder: 0.1

What do the screens show for `CN1CCN(c2ccccc2N)CC1`?
PRMT1 FP inh: -2; HTRA1 inhibitor: 2; TCR CD3 inh: 2; Tn7 DDE FP: -7; TDP2 inh: -14; SIAE primary: 1; UHRF1 MBD2 ctr: -1; LEDGF integ inh: -3; mABHD4 FP: -13; PG9 binder: -2.7

How did CCOC(C(=O)OCCCN(CC)CC)(c1ccccc1)c1ccccc1 do in these assays?
PRMT1 FP inh: -2; HTRA1 inhibitor: 8; TCR CD3 inh: 4; Tn7 DDE FP: 0; TDP2 inh: -9; SIAE primary: 4; UHRF1 MBD2 ctr: 0; LEDGF integ inh: 0; mABHD4 FP: 5; PG9 binder: 1.1

How did COC(=O)C1=C(c2ccc(F)cc2F)C[C@@H]2CC[C@H]1N2C(=O)N1CCC(O)CC1 do in these assays?
PRMT1 FP inh: -2; HTRA1 inhibitor: 0; TCR CD3 inh: 1; Tn7 DDE FP: -5; TDP2 inh: -5; SIAE primary: -3; UHRF1 MBD2 ctr: 3; LEDGF integ inh: 3; mABHD4 FP: 6; PG9 binder: -0.8

How did O=C1NC(=S)SC1=Cc1ccc(N(CCCl)CCCl)cc1 do in these assays?
PRMT1 FP inh: -5; HTRA1 inhibitor: -8; TCR CD3 inh: 7; Tn7 DDE FP: -7; TDP2 inh: -7; SIAE primary: -23; UHRF1 MBD2 ctr: -2; LEDGF integ inh: -1; mABHD4 FP: -29; PG9 binder: -1.8

Results for CN(c1ccc(OCC(=O)N2CCN(C/C=C/c3ccccc3)CC2)cc1)S(=O)(=O)c1cccs1 ?
PRMT1 FP inh: -4; HTRA1 inhibitor: -10; TCR CD3 inh: -2; Tn7 DDE FP: -2; TDP2 inh: -2; SIAE primary: 6; UHRF1 MBD2 ctr: -1; LEDGF integ inh: 5; mABHD4 FP: -2; PG9 binder: 1.1

Results for COc1ccc(N2C(=O)/C(=C/C=C/c3ccccc3[N+](=O)[O-])C(=O)NC2=S)cc1 ?
PRMT1 FP inh: 10; TCR CD3 inh: 7; Tn7 DDE FP: -4; TDP2 inh: -2; SIAE primary: -13; UHRF1 MBD2 ctr: 0; LEDGF integ inh: 3; mABHD4 FP: 0; PG9 binder: -2.6

How did COC(=O)CC(=O)c1ccc2c(c1)OCO2 do in these assays?
PRMT1 FP inh: 1; HTRA1 inhibitor: 14; TCR CD3 inh: 1; Tn7 DDE FP: 3; TDP2 inh: 14; SIAE primary: 1; UHRF1 MBD2 ctr: 3; LEDGF integ inh: -1; mABHD4 FP: 4; PG9 binder: 2.2

What do the screens show for `CCOC(=O)[C@]12Cc3c(cc(OC)c(OC)c3OC)[C@H]1N(C(C)C)C(=O)c1cc(OC)ccc12`?
PRMT1 FP inh: -3; TCR CD3 inh: 8; Tn7 DDE FP: 1; TDP2 inh: 7; SIAE primary: 3; UHRF1 MBD2 ctr: -3; LEDGF integ inh: -2; mABHD4 FP: 0; PG9 binder: 0.7

Results for CC(C)C1(C)N=C(c2ncccc2C(=O)O)NC1=O (stereo unspecified) ?
PRMT1 FP inh: 5; HTRA1 inhibitor: -1; TCR CD3 inh: 3; Tn7 DDE FP: -5; TDP2 inh: 6; SIAE primary: -1; UHRF1 MBD2 ctr: -2; LEDGF integ inh: -3; mABHD4 FP: 0; PG9 binder: -1.2

Quoted at random: 2 compounds from above.
How did CCOC(C(=O)OCCCN(CC)CC)(c1ccccc1)c1ccccc1 do in these assays?
PRMT1 FP inh: -2; HTRA1 inhibitor: 8; TCR CD3 inh: 4; Tn7 DDE FP: 0; TDP2 inh: -9; SIAE primary: 4; UHRF1 MBD2 ctr: 0; LEDGF integ inh: 0; mABHD4 FP: 5; PG9 binder: 1.1

Results for COc1ccc(N2C(=O)/C(=C/C=C/c3ccccc3[N+](=O)[O-])C(=O)NC2=S)cc1 ?
PRMT1 FP inh: 10; TCR CD3 inh: 7; Tn7 DDE FP: -4; TDP2 inh: -2; SIAE primary: -13; UHRF1 MBD2 ctr: 0; LEDGF integ inh: 3; mABHD4 FP: 0; PG9 binder: -2.6

Carrying on.
How did Nc1ccccc1Cl do in these assays?
PRMT1 FP inh: 3; HTRA1 inhibitor: 8; TCR CD3 inh: 4; Tn7 DDE FP: 0; TDP2 inh: -2; SIAE primary: -1; UHRF1 MBD2 ctr: 2; LEDGF integ inh: -2; mABHD4 FP: 4; PG9 binder: -0.4

How did COC(=O)C1=C(c2cccc(C#N)c2)C[C@@H]2CC[C@H]1N2C(=O)NCc1cccc2ccccc12 do in these assays?
PRMT1 FP inh: 0; HTRA1 inhibitor: -22; TCR CD3 inh: -8; Tn7 DDE FP: -2; TDP2 inh: -4; SIAE primary: 0; UHRF1 MBD2 ctr: 2; LEDGF integ inh: -1; mABHD4 FP: -8; PG9 binder: -2.9

Results for COc1ccc(-n2nnnc2C(CCSC)N2CCC(n3c(=O)[nH]c4ccccc43)CC2)cc1 (stereo unspecified) ?
PRMT1 FP inh: 2; TCR CD3 inh: 2; Tn7 DDE FP: 7; TDP2 inh: 0; SIAE primary: 0; UHRF1 MBD2 ctr: 0; LEDGF integ inh: -2; mABHD4 FP: -2; PG9 binder: -1.1

How did CC(=O)N1CC(=O)Nc2ccc(Br)cc2C1c1ccc(F)cc1 (stereo unspecified) do in these assays?
PRMT1 FP inh: -1; HTRA1 inhibitor: 1; TCR CD3 inh: -1; Tn7 DDE FP: -4; TDP2 inh: -17; SIAE primary: 6; UHRF1 MBD2 ctr: 0; LEDGF integ inh: 5; mABHD4 FP: 0; PG9 binder: -1.7

What do the screens show for `CCOC(=O)C1(CCc2ccccc2)CCN(Cc2ccc(NC(C)=O)cc2)CC1`?
PRMT1 FP inh: -7; HTRA1 inhibitor: -2; TCR CD3 inh: 3; Tn7 DDE FP: 5; TDP2 inh: -5; SIAE primary: 9; UHRF1 MBD2 ctr: -5; LEDGF integ inh: 4; mABHD4 FP: 0; PG9 binder: 0.4

Results for O=P(O)(O)Cc1c(Cl)cccc1Cl ?
PRMT1 FP inh: 5; HTRA1 inhibitor: -3; TCR CD3 inh: 1; Tn7 DDE FP: 1; TDP2 inh: 3; SIAE primary: 2; UHRF1 MBD2 ctr: 10; LEDGF integ inh: -2; mABHD4 FP: 6; PG9 binder: -2.3

How did COC(=O)N(c1ccccc1)P1(=S)OCCO1 do in these assays?
PRMT1 FP inh: 30*; HTRA1 inhibitor: 2; TCR CD3 inh: 0; Tn7 DDE FP: 6; TDP2 inh: -2; SIAE primary: 4; UHRF1 MBD2 ctr: 1; LEDGF integ inh: 0; mABHD4 FP: -2; PG9 binder: 1.7

How did CC(=O)C1CCC2C3C(N4CC4)CC4=CC(=O)CCC4(C)C3CCC12C (stereo unspecified) do in these assays?
PRMT1 FP inh: -3; HTRA1 inhibitor: -4; TCR CD3 inh: 2; Tn7 DDE FP: -1; TDP2 inh: 13; SIAE primary: 2; UHRF1 MBD2 ctr: -3; LEDGF integ inh: 3; mABHD4 FP: -2; PG9 binder: -0.4

How did N#CCCn1cc(C(=O)Nc2ccccc2Br)c(-c2ccc([N+](=O)[O-])cc2)n1 do in these assays?
PRMT1 FP inh: 1; HTRA1 inhibitor: -12; TCR CD3 inh: -3; Tn7 DDE FP: -7; TDP2 inh: -9; SIAE primary: -1; UHRF1 MBD2 ctr: 11; LEDGF integ inh: 0; mABHD4 FP: -8; PG9 binder: -1.3

How did Cc1c(Cl)cccc1N1C(=O)NC(=O)/C(=C\c2cc(C)n(-c3cccc(C(=O)O)c3C)c2C)C1=O do in these assays?
PRMT1 FP inh: 7; HTRA1 inhibitor: -9; TCR CD3 inh: -2; Tn7 DDE FP: 5; TDP2 inh: 8; SIAE primary: -1; UHRF1 MBD2 ctr: -1; LEDGF integ inh: 3; mABHD4 FP: 3; PG9 binder: 0.5

Results for C[C@]12CCC3C(C(=O)C[C@H]4C[C@@H](O)CC[C@]34C)C1CCC2=O (stereo partly specified) ?
PRMT1 FP inh: 2; HTRA1 inhibitor: 1; TCR CD3 inh: -4; Tn7 DDE FP: 1; TDP2 inh: -6; SIAE primary: 3; UHRF1 MBD2 ctr: 2; LEDGF integ inh: -3; mABHD4 FP: 0; PG9 binder: 0.2

What do the screens show for `COc1ccc(CNCCc2ccc3c(c2)OCO3)cc1Br`?
PRMT1 FP inh: -1; HTRA1 inhibitor: 2; TCR CD3 inh: -2; Tn7 DDE FP: -6; TDP2 inh: 12; SIAE primary: 2; UHRF1 MBD2 ctr: 0; LEDGF integ inh: -5; mABHD4 FP: 14; PG9 binder: -1.7

How did C[C@]12CCC3[C@@H](CC[C@@H]4C[C@H](O)CC[C@]34C)[C@@H]1CCC2=O (stereo partly specified) do in these assays?
PRMT1 FP inh: -1; HTRA1 inhibitor: -4; TCR CD3 inh: -1; Tn7 DDE FP: 4; TDP2 inh: 2; SIAE primary: -15; UHRF1 MBD2 ctr: -2; LEDGF integ inh: 3; mABHD4 FP: -9; PG9 binder: 0.6

Results for Cc1cc(C)n(-c2ccc(NN=C(C#N)C#N)cc2)n1 ?
PRMT1 FP inh: 3; HTRA1 inhibitor: 13; TCR CD3 inh: 8; Tn7 DDE FP: -1; TDP2 inh: -8; SIAE primary: 6; UHRF1 MBD2 ctr: -3; LEDGF integ inh: 0; mABHD4 FP: 14; PG9 binder: -0.6

Results for CN1CCN(C(=O)COc2ccc3ccccc3c2)CC1 ?
PRMT1 FP inh: 0; HTRA1 inhibitor: 3; TCR CD3 inh: 2; Tn7 DDE FP: 5; TDP2 inh: -3; SIAE primary: 7; UHRF1 MBD2 ctr: -1; LEDGF integ inh: -2; mABHD4 FP: 2; PG9 binder: -0.4

Results for CS(=O)(=O)CCN1CC2CCCC(C2)C1 ?
PRMT1 FP inh: -4; HTRA1 inhibitor: -1; TCR CD3 inh: 6; Tn7 DDE FP: -5; TDP2 inh: 5; SIAE primary: 3; UHRF1 MBD2 ctr: 14; LEDGF integ inh: 0; mABHD4 FP: 1; PG9 binder: -1.5

Results for O=C1NC(=O)N(c2ccccc2)C(=O)/C1=C/c1ccc([N+](=O)[O-])s1 ?
PRMT1 FP inh: 30*; HTRA1 inhibitor: 28; TCR CD3 inh: -35; Tn7 DDE FP: -4; TDP2 inh: 10; SIAE primary: -45; UHRF1 MBD2 ctr: 5; LEDGF integ inh: 10; mABHD4 FP: -61; PG9 binder: -1.7

What do the screens show for `CCCCn1c(O)c(C=NCCN2CCCCC2)c(=O)[nH]c1=O`?
PRMT1 FP inh: -3; HTRA1 inhibitor: 7; TCR CD3 inh: 2; Tn7 DDE FP: -8; TDP2 inh: 9; SIAE primary: -1; UHRF1 MBD2 ctr: -2; LEDGF integ inh: 0; mABHD4 FP: 4; PG9 binder: -1.8

Screening data: PubChem BioAssay, The Scripps Research Institute Molecular Screening Center
